Bioassay records deposited in PubChem by Sanford-Burnham Center for Chemical Genomics.
KOR beta-arrestin-1 = kappa opioid receptor blockers – cell-based, luminescence, uHTS (AID 1778); KOR beta-arrestin recruitment, luminescence, antagonist mode; higher % means a stronger effect; inhibition, % at 10 µM, or IC50 in µM where a hit was titrated; 290,000 tested, 0.091% active; in the data active = inhibition above about 50%; note: strong numbers were not always called active
HIV peptide binding = cell-free HIV fusion peptide-binding blockers – biochemical, uHTS, fluorescence dequenching, primary screen (AID 1986). cell-free peptide binding, fluorescence dequenching, 30 min; higher % means a stronger effect. one-dose inhibition, % at 20 µM; IC50 in µM for titrated hits. 290,000 tested, 0.3% active; in the data active = inhibition mostly above about 52%, no sharp cut-off; inactive = mostly below about 76%; note: some results filed as inactive read as strong as hits
AID2073 = inhibitors of Mint1-CaV2.2 protein interaction, biochemical, HTRF (AID 2073); one-dose inhibition, % at 20 µM; IC50 in µM for titrated hits; HTRF protein-protein interaction, Mint1-CaV2.2; higher % means a stronger effect; 290,000 tested, 0.19% active; in the data active = inhibition mostly above about 51%, no sharp cut-off; inconclusive = no clear call, values can overlap the other calls; inactive = mostly below about 53%; note: some results filed as inactive read as strong as hits
GPR35 arrestin U2OS = GPR35 antagonists blocking zaprinast-driven arrestin recruitment, primary screen, imaging, U2OS, beta-arrestin-GFP, zaprinast agonist (AID 2058). 290,000 tested, 0.052% active. U2OS GPR35 beta-arrestin-GFP translocation imaging, zaprinast antagonism; higher % means a stronger effect. one-dose inhibition, % at 10 µM; IC50 in µM for titrated hits;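 active = inhibition of at least 50% with at least 30 cells and total cytoplasm GFP at most 10,000,000; inconclusive = under 30 cells or total GFP of 10,000,000 plus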
KOR beta-arrestin-2 = kappa opioid receptor activators – cell-based, luminescence, uHTS, primary screen (AID 1777). KOR beta-arrestin recruitment, luminescence; higher % means a stronger effect. activation, % at 10 µM; hits with a dose series show EC50 in µM. 280,000 tested, 0.02% active; in the data active = activation above about 50%, passing the limit was not always enough; note: a part of the inactive calls stands beside numbers as strong as those of hits
GPR55 antagonists = inhibition of LPI-stimulated GPR55 beta-arrestin translocation – imaging, U2OS, beta-arrestin-GFP, LPI agonist, primary screen (AID 2013). U2OS GPR55 beta-arrestin-GFP translocation imaging, LPI antagonism; higher % means a stronger effect. inhibition, % at 10 µM, or IC50 in µM where a hit was titrated. 290,000 tested, 0.13% active;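 active = spots per cell inhibited over 60%, with over 100 cells counted and total cytoplasm intensity under 500,000; inconclusive = wells with under 100 cells, flagged as likely toxic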;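 note: U2OS cells stably carrying GPR55 and arrestin-GFP stimulated by 5 µM LPI near EC80; imaged beta-arrestin-GFP aggregate spots per cell after agonist stimulation; plate controls were LPI-stimulated DMSO wells for no effect and DMSO wells without LPI for full effect; some results filed as inactive read as strong as hits; confirmed hits need IC50 under 10 µM and bright autofluorescent wells are also inconclusive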
GPR55 beta-arrestin = selective activators of receptor GPR55 – imaging, U2OS cells, beta-arrestin-GFP redistribution, primary screen (AID 1961); U2OS GPR55 beta-arrestin-GFP redistribution imaging; higher % means a stronger effect; one-dose activation, % at 10 µM; EC50 in µM for titrated hits; 290,000 tested, 0.048% active;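 active = activation above 40% with more than 50 cells counted in the well; inconclusive = wells holding fewer than 50 cells, flagged as toxic or sparse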;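 note: U2OS osteosarcoma cells stably expressing GPR55 and beta-arrestin-GFP; plate controls were DMSO negative control for no effect and LPI positive control for full effect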
SIAH1 antagonists = Siah-1 peptide-binding antagonists, primary screen, biochemical, fluorescence polarization, rhodamine-plectin, uHTS (AID 1817); 290,000 tested, 0.02% active; one-dose displacement, % at 20 µM; IC50 in µM for titrated hits; Siah-1 / rhodamine-plectin peptide fluorescence polarization; higher % means a stronger effect;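 active = displacement of at least 50% at 20 µM, with a fluorescence ratio check between 0.3 and a set limit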;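 note: plate controls were Siah plus tracer with DMSO for no effect and tracer alone without Siah for full effect; strong numbers were not always called active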
NOD1 inhibition = inhibition of NOD1-driven NF-kB reporter – cell-based, luminescence, uHTS, primary screen (AID 1578). NOD1-driven NF-kB luciferase reporter cells, luminescence; higher % means a stronger effect. inhibition, % at 4 µM; hits with a dose series show EC50 in µM. 290,000 tested, 1% active; in the data active = inhibition mostly above about 36%, no sharp cut-off; inactive = mostly below about 34%;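 note: HEK-293T reporter cells stimulated with the NOD1 agonist gamma-tri-DAP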
An asterisk follows results filed as active; ? = inconclusive; / = not tested or not shown; [ ] = dose if it differs, or a comment. These rows are one share of the data, so the mix of outcomes need not match the whole.

SMILES	KOR beta-arrestin-1	HIV peptide binding	AID2073	GPR35 arrestin U2OS	KOR beta-arrestin-2	GPR55 antagonists	GPR55 beta-arrestin	SIAH1 antagonists	NOD1 inhibition
O=C(NCc1ccc2c(c1)OCO2)c1ccc(-c2ccc(Cl)cc2)o1	-30%	-3.7%	?	-5%	15%	14%	-0.1%	2%	-22%
O=C(CNC(=O)c1ccco1)NCC(=O)OCc1c(F)cccc1Cl	23%	-0.4%	0%	-2%	-3.7%	8%	0.2%	3%	-28%
Cc1ccc(O)c(Nc2c3ccccc3nc3ccccc23)c1	-15%	-4.7%	-20%	-3%	2.2%	6%	0.2%	-7%	12%
CCC(C(=O)Nc1cc(OC)c(NC(=O)c2ccccc2)cc1OC)c1ccccc1 (configuration not stated)	-1%	-1.3%	30%	14%	0.5%	0%	-0.1%	11%	-12%
Cc1cccnc1CCNC(=O)CCc1nnc(CCc2ccccc2)o1	3%	-1.7%	5%	-2%	/	-1%	-0.2%	1%	-15%
CC(C)c1nnc(SCc2ccc(CSc3nnc(C(C)C)n3N)cc2)n1N	14%	2.3%	14%	-13%	1.5%	-3%	0.2%	2%	-7%
COc1cccc(C(=O)Oc2cc(N)n(S(=O)(=O)c3ccc(C)cc3)n2)c1OC	-6%	7.1%	-24%	-9%	2.0%	16%	-0.2%	-1%	7%
CC(NC(=O)c1ccc(NS(C)(=O)=O)cc1)c1ccccc1 (configuration not stated)	-16%	2.9%	1%	-3%	-3.6%	4%	-0.1%	-2%	-15%
CCC(C)NC(=O)c1ccc(N2CC3CC(C2)c2cccc(=O)n2C3)c(NC(=O)c2ccc(Br)o2)c1 (configuration not stated)	-19%	0.4%	-22%	11%	0.1%	6%	0.5%	-2%	-27%
CN(C)S(=O)(=O)c1cccc(NC(=O)c2cc3ccccc3o2)c1	-24%	-1.7%	27%	-7%	1.8%	7%	-0.2%	1%	-41%
CCOc1cc(/C=C2/C(=O)N(c3ccccc3)N=C2C)ccc1OC(=O)c1ccco1	23%	12%	11%	16%	1.1%	7%	-0.1%	1%	3%
Cc1ccc2cc(N)ccc2n1	-49%[20 µM]	-0.9%	0%	14%	-4.5%	2%	-0.1%	3%	-30%
COc1ccc(CN2C(=O)CN=C2Nc2ccc(C)cc2C)cc1	-20%	1.2%	7%	5%	-3.2%	-12%	-0.1%	2%	-28%
CCOC(=O)C(C)N1C(=O)S/C(=C\c2ccc(-c3ccccc3C(=O)O)o2)C1=O (configuration not stated)	-2%	23%	20%	-6%	-2.4%	4%	0.2%	9%	-8%
CC(C)CNC(=S)NNC(=O)c1nn(C)cc1Cl	-8%	2.9%	-33%	-4%	-6.2%	10%	0.8%	19%	-12%
Cc1ccc(N2C(=O)CSC2c2ccc3c(c2)OCO3)cc1 (configuration not stated)	-6%	-3.0%	-3%	-2%	-3.1%	-2%	0.0%	5%	2%
NC(=O)CC(NC(=O)c1cccc(Br)c1)c1ccc(N2CCN(c3ccc(F)cc3)CC2)c([N+](=O)[O-])c1 (configuration not stated)	-21%[20 µM]	1.3%	16%	9%	-1.6%	11%	0.0%	0%	-6%
CCOC(=O)c1cccc(NC(=O)CCn2nc(C)c(S(=O)(=O)N3CCCCC3)c2C)c1	-57%	-0.9%	5%	14%	2.4%	9%	-0.2%	0%	2%
COCCCN1C(=O)c2ccc(C(=O)O)cc2C1=O	33%	-1.2%	4%	-14%	1.0%	6%	0.2%	0%	2%
O=C1C2=C(c3ccccc31)[N+](=O)[C@@H]1CCCC[C@@H]1N2[O-]	-21%	2.6%	5%	26%	4.7%	7%	0.0%	4%	-29%
O=C(CN1C(=O)/C(=C\c2cccs2)SC1=S)Nc1cccc(C(=O)O)c1	-26%	32%	-36%	6%	/	2%	0.0%	-5%	-6%
Nc1ccccc1SCc1cn2cccnc2n1	6%	0.1%	-7%	-16%	-3.9%	9%	-0.1%	1%	-23%
CCOC(=O)C1=C(C)N(CCO)C(=O)NC1c1cccc(O)c1 (configuration not stated)	27%	-0.2%	9%	7%	-2.4%	1%	-0.1%	0%	-10%
Cc1ccc(NC(=O)CS(=O)CC(=O)NCC2CCCO2)cc1 (configuration not stated)	2%	1.5%	12%	16%	-1.0%	8%	-0.2%	0%	-20%
CCc1cccc(NC(=O)CCNS(=O)(=O)c2ccc3c(c2)oc(=O)n3C)c1	-21%	0.1%	-6%	-3%	-1.3%	-2%	0.0%	-2%	-4%
SMILES	KOR beta-arrestin-1	HIV peptide binding	AID2073	GPR35 arrestin U2OS	KOR beta-arrestin-2	GPR55 antagonists	GPR55 beta-arrestin	SIAH1 antagonists	NOD1 inhibition
NS(=O)(=O)c1ccc(NC(=S)NNC(=O)c2cccs2)cc1	-4%[20 µM]	-1.0%	-3%	18%	-8.4%	1%	2.9%	6%	-34%
O=C(NC(=S)Nc1ccc(F)cc1)c1ccc2c(c1)OCCO2	-48%[20 µM]	0.2%	-5%	4%	-7.5%	1%	0.2%	-2%	-39%
O=C(Nc1cccc([N+](=O)[O-])c1)Nc1cccs1	21%	3.0%	18%	3%	-4.2%	0%	0.1%	14%	-2%
Nc1nc2ccccc2n1C(=O)c1ccco1	28%	-3.0%	6%	8%	0.0%	1%	-0.3%	-3%	-24%
N/C(Cc1ccc([N+](=O)[O-])cc1)=N\OC(=O)CC1CCCCC1	12%	-1.1%	-8%	38%	1.0%	0%	-0.3%	2%	-15%
O=c1c2sc3nc(N4CCOCC4)c4c(c3c2ncn1CCc1ccccc1)CCCC4	46%	-2.2%	14%	-8%	3.1%	13%	-2.3%	0%	46%
CCOC(=O)C(CC)n1cnc2c(nnn2-c2ccc(C)cc2)c1=O (configuration not stated)	-2%	2.0%	10%	11%	-1.8%	16%	0.2%	-2%	-37%
CCOC(=O)N1CCN(C(=O)COC(=O)CN(C)S(=O)(=O)c2ccc(NC(C)=O)cc2)CC1	32%	-0.3%	4%	-2%	-4.3%	5%	0.0%	14%	-27%
C=CCn1c(SCc2nc3ccccc3[nH]2)nnc1-c1ccc(OC)cc1	-32%	-1.2%	-21%	10%	3.8%	-1%	-0.1%	-3%	-4%
O=C(Nc1ccc(Cl)cc1)c1cc2c(cc1O)[nH]c1ccccc12	-65%	18%	34%	0%	-2.7%	9%	-0.1%	-2%	44%*
CCOC(=O)N1CCN(C(=O)CNC(=O)c2ccc(Br)cc2)CC1	16%	-1.0%	14%	4%	2.3%	8%	0.0%	-1%	-18%
O=C(CSc1nnc(NC(=O)c2ccccc2F)s1)Nc1ccccc1F	-12%[20 µM]	-0.6%	4%	-10%	-2.8%	-1%	0.2%	3%	-48%
CCN(c1ccccc1)S(=O)(=O)c1cc2c(cc1C)n(C)c(=O)c(=O)n2C	-10%[20 µM]	-0.7%	9%	7%	-0.7%	1%	-0.3%	-1%	-32%
Cc1ccc(S(=O)(=O)N(C)C)cc1NC(=O)COC(=O)c1n[nH]c(=O)c2ccccc12	-6%	0.9%	1%	0%	-1.8%	0%	0.1%	7%	-21%
CCOc1cccc(-c2nnc3sc(COc4ccc(C)cc4)nn23)c1	-30%	1.0%	2%	10%	2.2%	14%	0.2%	-3%	-48%
CC(C)(C)NC(=O)Cn1c(SCC(N)=O)nc2ccccc21	/	-0.6%	-5%	7%	/	-2%	-0.2%	4%	-4%
CCOC(=O)N1CCC(Nc2c(NCCCN3CCN(C4CCCCC4)CC3)c(=O)c2=O)CC1	5%	-1.4%	-7%	-6%	-4.7%	2%	0.2%	0%	-39%
COc1ccc(C(=O)O)cc1S(=O)(=O)N1CCN(c2ccccn2)CC1	8%	-1.6%	14%	54%	-2.0%	4%	-0.1%	-6%	8%
O=C(CSc1ccccn1)Nc1ccc2c(c1)OCCO2	-5%	0.8%	10%	-3%	6.2%	4%	-0.1%	-3%	-7%
COC(=O)c1cc(S(=O)(=O)N2CCOCC2)c(N2CCOCC2)cc1N1CCOCC1	18%	-1.3%	9%	-10%	-5.5%	6%	-0.2%	5%	-24%
Cc1ccc(-c2nc3sc4c(N)ncnc4c3c3c2CCCC3)cc1	12%	1.3%	20%	-13%	-4.6%	2%	-0.2%	6%	18%
COc1ccc2ccccc2c1CNC(C)CCc1ccccc1 (configuration not stated)	-28%	2.0%	-6%	-3%	4.0%	-9%	-0.3%	8%	-5%
CCN(CC(=O)Nc1c(C(=O)OC)[nH]c2ccc(Cl)cc12)c1ccc2c(c1)OCO2	14%	2.1%	15%	4%	5.7%	19%	-0.2%	0%	4%
CCOC(=O)C1C(=O)N(O)CC1c1cccc(Oc2ccccc2)c1 (configuration not stated)	20%	8.8%	0%	-3%	3.3%	5%	0.0%	0%	-9%
CCN(CC)S(=O)(=O)c1cccc(C(=O)N[C@H](C(=O)OCC(=O)NC(=O)NC)C(C)C)c1	-24%	-0.4%	34%	4%	4.2%	15%	-0.1%	3%	6%
SMILES	KOR beta-arrestin-1	HIV peptide binding	AID2073	GPR35 arrestin U2OS	KOR beta-arrestin-2	GPR55 antagonists	GPR55 beta-arrestin	SIAH1 antagonists	NOD1 inhibition
Cc1cc(NC(=O)c2cc(-c3ccc4c(c3)OCO4)on2)n(-c2ccccc2)n1	-13%	-0.5%	15%	6%	-3.0%	-2%	-0.1%	-7%	4%
O=C(CCNC(=O)Cn1ccc2ccccc2c1=O)NCCN1CCc2ccccc2C1	17%	-0.4%	4%	3%	-3.9%	-6%	0.2%	0%	-21%
CCN(CC)CCCNC(=O)CCc1c(C)n(CC)c2cc(-c3ccccc3OC)nn2c1=O	14%	-2.3%	7%	-8%	-2.3%	-4%	-0.1%	0%	-5%
CCOC(=O)Cc1c(Cl)c2ccccc2[nH]c1=O	-21%[20 µM]	1.0%	-5%	2%	0.1%	-1%	-0.1%	4%	-26%
Cc1cc2c3c(c1)C(C)CC(C)(C)N3C(=O)C2=C(C#N)C#N (configuration not stated)	-5%	0.3%	-13%	-3%	2.5%	-1%	-0.3%	-4%	1%
COC(=O)c1cccc2nc3c(C(C)O)cccc3nc12 (configuration not stated)	39%	2.7%	-8%	-4%	8.2%	10%	0.6%	-3%	-8%
CCc1ccc(Nc2cc(C)nc3ncnn23)cc1	-16%[20 µM]	1.3%	14%	2%	-2.8%	-13%	-0.1%	0%	-24%
CCOC(=O)n1c(SCC(=O)N(CC)CC)nc2ccccc21	-20%	1.5%	-8%	6%	1.3%	5%	0.8%	0%	-27%
COc1ccccc1CNC(=O)CCn1c(=O)[nH]c2ccsc2c1=O	1%	-1.6%	11%	-6%	-2.8%	14%	-0.2%	8%	-6%
CCC1Sc2ccc(S(=O)(=O)CCC(=O)NC3CCCCCC3)cc2NC1=O (configuration not stated)	8%	-1.3%	1%	22%	0.8%	7%	-0.1%	5%	-4%
COc1ccccc1/C=C1\SC(=S)N(CCC(=O)N2CCN(C)CC2)C1=O	-38%	-2.0%	-6%	11%	3.3%	7%	-0.1%	-5%	16%
